POLH inh: DNA polymerase eta (human) inhibition | Q9Y253 | recombinant Pol eta, fluorescent DNA replication assay | Potency, µM (top dose mostly 114 µM), without a hit: at the highest dose activity change, negative = inhibition, most hits filed as inhibitors | 1.2% of 390,000 active | AID 588591; note: potency is the fitted concentration of half-maximal effect; % is set by controls: 0 for no effect and ±100 for the full control effect
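Pol eta (10 nM) was preincubated with compounds for 15 min at room temperature, after which fluorescent replication substrate (50 nM final) was added to start the reaction. Fluorescence was read kinetically at 0 and 10 min.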
Pin1 inhibitor: inhibitors of human Pin1. Q13526. AID 504891. Pin1 FP peptide displacement, HiFluor488, 10 min. 0.009% of 390,000 active. Potency, µM (top dose mostly 115 µM), inactives show at the highest dose activity, negative = inhibition, usual class: inhibitors; active = well fitted inhibition curve with a large enough effect in the polarisation, with a control signal flat, not every such curve was filed as active; inconclusive = small, poorly fitted or top-dose-only effect, or effect the other way, or a change in a side signal; inactive = no such curve, though single readings can be large or run the other way; the % refers to the polarisation; note: potency is the fitted concentration of half-maximal effect; % is set by controls: 0 for no effect and ±100 for the full control effect
PI4K2A inh: PI4K2A (human) kinase inhibition; activity change, negative = inhibition, % at 76.9 µM; Q9BTU6; purified PI4K2A, ADP-Glo luminescence, 1 h; active compounds read low; 0.13% of 420,000 active; in the data active = activity change below about -50%; inconclusive = mostly about -30% to -49%;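 note: -100% = wells without enzyme as full effect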
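Compounds are screened against recombinant PI4K2A using PI as substrate and ATP, the latter dispensed at 300 microM. Reactions run one hour at ambient temperature before ADP-Glo detection; full inhibition defined by wells lacking enzyme.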
JMJD2A Tudor: inhibitors of human JMJD2A Tudor domain; O75164; AlphaScreen JMJD2A-Tudor / H3K4me3 peptide binding; Potency, µM (titrated, usually from 114 µM), for inactives: at the top dose activity change, negative = inhibition, most hits filed as inhibitors; 4.4% of 390,000 active; AID 504339; note: potency is the fitted concentration of half-maximal effect; % is set by controls: 0 for no effect and ±100 for the full control effect; nearly all actives have a fitted effect of over 50% in size
BAZ2B inh: inhibitors of human BAZ2B bromodomain; 4.4% of 360,000 active; Q9UIF8; AID 504333; Potency, µM (series often up to 114 µM), for inactives: at the top dose activity change, negative = inhibition, usual class: inhibitors; AlphaScreen BAZ2B-H3K14Ac peptide displacement; note: potency is the fitted concentration of half-maximal effect; % is set by controls: 0 for no effect and ±100 for the full control effect; nearly all actives have a fitted effect of over 60% in size
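Compounds, titrated to a top concentration of 110 uM, were incubated 30 min at room temperature with preformed BAZ2B/acetyl-K14 H3 peptide complex (50 nM each). Proximity signal was measured by AlphaScreen after 20 min with beads.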
GLS inh: glutaminase GLS (human) inhibition; O94925; GLS enzymatic activity, qHTS titration; Potency, µM (highest dose often 45.5 µM), without a hit: top-dose activity change, negative = inhibition, usual class: inhibitors; 0.21% of 410,000 active; note: potency is the fitted concentration of half-maximal effect; % is set by controls: 0 for no effect and ±100 for the full control effect
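Compounds were pin-transferred onto hKGA, after which L-glutamine (1 mM solution) and a detection mix of glutamate oxidase, HRP and Amplex Red were added. Initial and 30 min RT fluorescence reads were collected.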
PGK inhibitor: inhibitors of T. brucei phosphoglycerate kinase; P07378; PGK/GAPDH coupled, Kinase-Glo luminescence, 60 min; Potency, µM (highest dose often 57.5 µM), for the others: at the highest dose activity change, negative = inhibition, hits mostly inhibitors; 0.043% of 380,000 active; AID 602233; note: potency is the fitted concentration of half-maximal effect; % is set by controls: 0 for no effect and ±100 for the full control effect; nearly all actives have a fitted effect of over 60% in size
Target sequence (P07378 whole entry, looked up): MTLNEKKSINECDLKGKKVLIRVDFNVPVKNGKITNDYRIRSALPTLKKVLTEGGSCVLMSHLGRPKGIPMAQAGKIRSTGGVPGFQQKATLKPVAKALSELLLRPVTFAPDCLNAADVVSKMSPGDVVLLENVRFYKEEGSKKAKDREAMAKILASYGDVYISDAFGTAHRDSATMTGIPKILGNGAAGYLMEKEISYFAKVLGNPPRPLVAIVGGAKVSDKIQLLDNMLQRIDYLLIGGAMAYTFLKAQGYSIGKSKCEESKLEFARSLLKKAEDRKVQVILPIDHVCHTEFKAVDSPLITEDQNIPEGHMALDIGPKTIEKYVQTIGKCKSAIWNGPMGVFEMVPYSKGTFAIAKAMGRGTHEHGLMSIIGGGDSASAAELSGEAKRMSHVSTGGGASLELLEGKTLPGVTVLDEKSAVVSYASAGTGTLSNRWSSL
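Recombinant glycosomal PGK reaction used 1,3-bisphosphoglycerate generated in-well by GAPDH (100nM final) in 100mM TEA pH 7.6, 5mM MgCl2, 0.01% Tween-20. After 60 minutes at room temperature, ATP was read by Kinase-Glo Plus luminescence end-point.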
HP1b binding inh: inhibitors of HP1-beta chromodomain binding to methylated histone tails; P83916; AlphaScreen HP1-beta / biotin-H3K9me3 peptide binding; Potency, µM (highest dose often 114 µM), without a hit: top-dose activity change, negative = inhibition, actives largely listed as inhibitors; 0.56% of 390,000 active; AID 540317; note: potency is the fitted concentration of half-maximal effect; nearly all actives have a fitted effect of over 70% in size; inactives centre near 23
Target sequence (P83916 whole entry, looked up): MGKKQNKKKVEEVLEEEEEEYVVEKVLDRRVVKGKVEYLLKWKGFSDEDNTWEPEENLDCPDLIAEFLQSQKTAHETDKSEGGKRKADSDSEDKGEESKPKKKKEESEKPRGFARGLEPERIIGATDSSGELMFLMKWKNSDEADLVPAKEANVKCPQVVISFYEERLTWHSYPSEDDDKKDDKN
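HP1-beta protein (50 nM final) preincubated 30 min at room temperature with biotinylated H3(1-18)K9me3 peptide (50 nM) in PBS pH 7.4, 0.01% Tween-20, then compound added for 30 min. AlphaScreen streptavidin donor/nickel chelate acceptor beads (10 ug/mL final), 30 min dark, luminescence read.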
G9a inh: G9a (human) methyltransferase inhibition; G9a H3K9 monomethylation, AlphaScreen, 2 h; Potency, µM (top dose mostly 102 µM), inactives show at the top dose activity, negative = inhibition, usual class: inhibitors; AID 504332; 8.8% of 350,000 active; Q96KQ7; note: potency is the fitted concentration of half-maximal effect; % is set by controls: 0 for no effect and ±100 for the full control effect; nearly all actives have a fitted effect of over 75% in size
Target sequence (Q96KQ7 913-1193 limits assumed): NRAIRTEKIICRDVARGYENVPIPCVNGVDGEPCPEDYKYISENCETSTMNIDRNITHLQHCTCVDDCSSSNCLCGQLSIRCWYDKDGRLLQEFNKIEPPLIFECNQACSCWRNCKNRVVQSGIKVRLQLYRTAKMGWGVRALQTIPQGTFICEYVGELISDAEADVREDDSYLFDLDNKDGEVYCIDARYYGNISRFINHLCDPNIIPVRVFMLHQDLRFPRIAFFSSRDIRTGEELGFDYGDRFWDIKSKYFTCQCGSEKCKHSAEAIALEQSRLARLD
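Using a bead-based AlphaScreen, monomethylated H3K9 product from 2 h room-temperature reactions (G9a 20 nM, peptide 500 nM, SAM 20 uM) was detected with 0.5 ug/mL rabbit anti-H3K9me1 antibody.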
* = called active by the depositor; i = inactive; ? = inconclusive; nt = not tested or not shown; [ ] = remark or other dose. Unless noted, calls come from the whole dose curve; as a rule, active = well fitted curve in the direction sought with a large enough effect; inconclusive = small, poorly fitted or top-dose-only effect, or another doubt; inactive = no such curve, though single readings can be large; an effect the other way counts as inactive or inconclusive. The list is partial; the hit share may differ from the screen's.

Under each structure: POLH inh, Pin1 inhibitor, PI4K2A inh, JMJD2A Tudor, BAZ2B inh, GLS inh, PGK inhibitor, HP1b binding inh, G9a inh
- CCc1ccc(CNC(=O)C2Cc3cc(S(=O)(=O)N4CCCC4)ccc3N2C(C)=O)cc1 (centres undefined)
→ 0%, -1%, -4, -19%, -4%, -1%, -5%, 50%[activator], nt
- COc1ccc(-c2[nH]c(-c3ccc(F)cc3)nc2SCC(=O)NC2CCCC2)cc1
→ -18%, ?, -5, ?, ?, 0%, 4%, -17%, -38%
- O=C(c1cccc(Cl)c1)N(Cc1cccs1)C1CCS(=O)(=O)C1 (centres undefined)
→ -8%, -1%, 5, 0%, 2%, 0%, i, 26%, -6%
- Cc1nnc(SCC2=C(C(=O)O)N3C(=O)C(NC(=O)c4cc(F)c(F)cc4Cl)C3SC2)s1 (centres undefined)
→ 20µM*, -1%, -1, -26%, 79µM*, -8%, -30%, 9%, 28µM*
- O=C1N=C(N2CCCCC2)S/C1=C/C1=Cc2ccccc2OC1
→ ?, 9%, 1, 0%, -7%, 4%, -10%, 17%, ?
- Cc1cc(NC(=O)CCC(=O)N(Cc2ccco2)C2(C(=O)NC3CCCC3)CCCCC2)no1
→ -4%, 5%, -2, 89µM*, 2%, -6%, -2%, -8%, -4%
- CCCN1Cc2cccc(C(=O)NCc3cccs3)c2C1=O
→ -7%, -6%, 1, -7%, 7%, -8%, -10%, 56%[activator], 5%[12.7 µM]
- Cc1cc(-n2nc(C)cc2C)nc(N)n1
→ -9%, 4%, -6, 0%[11.4 µM], 9%, 8%, i, 16%, -5%[59 µM]
- Oc1ccc2ccccc2c1C=Nc1ccccc1Br
→ -7%, 5%, 0, ?, ?, 14%, -3%, ?, nt
- COC(=O)c1nn(-c2cccc(C)c2)c2nnc(Cc3ccc(C)cc3)c(=O)n12
→ -6%, 5%, 4, 3%, -5%, 3%, 4%, 3%, 5%[59 µM]
- Cc1ccccc1-n1cnnc1SCC(=O)Nc1cccnc1Cl
→ -5%, 6%, 4, -12%, -1%, -5%, -9%, 29%, 67%[activator]
- COc1ccc(CCNc2ccc(C(CC(N)=O)NC(=O)c3cc(OC)ccc3OC)cc2[N+](=O)[O-])cc1 (centres undefined)
→ -20%, -1%, 5, ?, 32µM*, -1%, -1%, -19%, 45µM*
- COc1cccc(-c2cn3c(n2)sc2cc(C(=O)NC4CCCCC4)ccc23)c1
→ 8%, 0%, -18, -5%, -5%, 0%, 12%, 28%, -6%[59 µM]
- COc1cccc(CNS(=O)(=O)c2ccc3c(c2)CCN3C(=O)C2CC2)c1
→ -18%, 2%, 0, 1%, 10%, 0%, 6%, 28%, ?
- Nc1nnc(CC(=O)N/N=C/c2cccc(OCCOc3ccccc3)c2)s1
→ 11%, 39%[activator], -9, -7%, 10%, 2%, 3%, 45%[activator], -12%[59 µM]

The closing 5 entries of the section before are carried over, then new ones follow:
Under each structure: POLH inh, Pin1 inhibitor, PI4K2A inh, JMJD2A Tudor, BAZ2B inh, GLS inh, PGK inhibitor, HP1b binding inh, G9a inh
- Cc1ccccc1-n1cnnc1SCC(=O)Nc1cccnc1Cl
→ -5%, 6%, 4, -12%, -1%, -5%, -9%, 29%, 67%[activator]
- COc1ccc(CCNc2ccc(C(CC(N)=O)NC(=O)c3cc(OC)ccc3OC)cc2[N+](=O)[O-])cc1 (centres undefined)
→ -20%, -1%, 5, ?, 32µM*, -1%, -1%, -19%, 45µM*
- COc1cccc(-c2cn3c(n2)sc2cc(C(=O)NC4CCCCC4)ccc23)c1
→ 8%, 0%, -18, -5%, -5%, 0%, 12%, 28%, -6%[59 µM]
- COc1cccc(CNS(=O)(=O)c2ccc3c(c2)CCN3C(=O)C2CC2)c1
→ -18%, 2%, 0, 1%, 10%, 0%, 6%, 28%, ?
- Nc1nnc(CC(=O)N/N=C/c2cccc(OCCOc3ccccc3)c2)s1
→ 11%, 39%[activator], -9, -7%, 10%, 2%, 3%, 45%[activator], -12%[59 µM]
- COc1cc(OC)cc(-c2c(-c3cccs3)c3cc(-c4ccc5c(c4)OCO5)ccc3n2C)c1
→ -17%, 7%, 2, -22%, -3%, -8%, -1%, 35%, 4%[0.501 µM]
- O=[N+]([O-])c1ccc(CNc2cccc(F)c2)s1
→ -15%, 4%, 1, ?, -36%, 11%, -4%, -6%, 50µM*
- CCOC(=O)C1CCCN(S(=O)(=O)c2ccc(C)cc2)C1 (centres undefined)
→ -5%, -2%, 1, 9%[57.1 µM], 1%, 7%, -8%, 35%, 3%[59 µM]
- CCN(Cc1ccccc1)C(=O)Cn1c(=O)n(-c2cccc(C)c2)c(=O)c2c1c1cc(C)ccc1n2C
→ -12%, 6%, 3, 11%, -1%, -4%, 0%, 38%, -2%[59 µM]
- CCn1cc2nc(SCc3cccc(C(F)(F)F)c3)n(CCc3ccccc3)c(=O)c2n1
→ -19%, ?, 1, -16%, 6%, 2%, -1%, 33%, 11%[59 µM]
- Cn1c(=O)c2[nH]c(C3CC4CCC3C4)nc2n(C)c1=O (centres undefined)
→ -11%, 2%, -2, -8%, nt, 2%, -7%, 20%, nt
- CC1(C)CC(=O)C(C(C2=C(O)CC(C)(C)CC2=O)c2ccc(Cl)c([N+](=O)[O-])c2)C(=O)C1 (centres undefined)
→ -5%, 0%, -3, -10%, -26%, 1%, 7%, 24%, ?
- CN(Cc1ccccc1)C(=O)CCCn1c(=O)[nH]c2cc(Cl)ccc2c1=O
→ -9%, -18%, 5, 2%, 5%, 12%, 5%, 14%, 4%
- O=C(Nc1ccccc1C(=O)O)c1ccc(NC(=O)c2ccc(Br)o2)cc1
→ ?, 1%, 1, -15%, -12%, 6%, 1%, 17%, ?
- O=C(CN1C(=O)NC2(CCCC2)C1=O)OCC(=O)c1cccc(Cl)c1
→ -5%, ?, -4, -20%, 12%, 0%, -6%, 4%, 50µM*
- CCCCNC(=O)c1ccc2c(c1)NC(=O)C(CS(=O)(=O)Cc1ccc(F)cc1Cl)N2 (centres undefined)
→ -10%, ?, 3, -15%, 4%[57.1 µM], 4%, 4%, 7%, ?
- CCc1ccc(NC(=S)N(Cc2cccnc2)Cc2ccco2)cc1
→ -1%, -3%, -17, -34%, ?, -10%, 2%, 20%, -13%
- O=C(NN=C(c1ccccc1)c1ccccn1)c1ccccc1
→ -10%, 8%, 5, ?, nt, 13%, 15%, 11%, nt
- COc1ccc(C2c3cc(OC)c(OC)cc3CCN2C(=O)c2ccccc2)cc1OC (centres undefined)
→ -19%, -7%, -1, -31%, ?, -2%, -1%, 34%, -5%
- CCOc1ccc(-c2nnc(-c3ccco3)o2)cc1OCC
→ -15%, 4%, 1, -2%[57.1 µM], -4%, -10%, i, 58%[activator], ?
- OC(c1ccc(Cl)cc1)C(O)c1nc2ccccc2[nH]1 (centres undefined)
→ 7%, 2%, 5, -13%, -24%, 7%, i, 22%, -30%
- O=C(CSCc1ccc(Cl)cc1)NCc1ccccn1
→ -12%, 2%, -3, -18%, 1%, 9%, -5%, 34%, 49%[59 µM]
- COc1ccc(C(C(=O)NC(C)(C)C)N(C(=O)CCC(=O)Nc2cc(C)on2)c2cccc(F)c2)cc1 (centres undefined)
→ -22%, 2%, 1, -8%, 0%, -7%, -7%, 13%, 1%
- CCOC(=O)c1sc(NC(=O)CSc2nc(-c3ccco3)cc(C(F)(F)F)n2)c(C(=O)OCC)c1C
→ 0%, 3%, -11, -4%, nt, -3%, 2%, 20%, nt
- CC(=O)NC(CC(C)C)C(=O)NC(=O)NCc1ccccc1 (centres undefined)
→ -14%, 4%, -8, -3%, nt, -1%, -12%, 40%[activator], -1%[59 µM]
- Cc1csc(CNc2ncnc3ccc(-c4ccccc4Cl)cc23)c1
→ -15%, 7%, -1, -13%, -4%, 9%, -1%, 25%, 11%[12.7 µM]
- COc1cc2cc(C)c3nnc(SCC(=O)Nc4cc(C)on4)n3c2cc1OC
→ -26%, 1%, 0, -6%, -5%, -7%, i, 35%, 2%[59 µM]
- CN(CCOc1ccccc1)C(=O)CCc1c[nH]c2ccccc12
→ -10%, -15%, 0, ?, ?, 4%, -9%, -2%, 12%
- O=C(C[C@@H]1C/C=C\C[C@H](NC(=O)OCC2c3ccccc3-c3ccccc32)C(=O)OC[C@H]2CCCN2C1=O)N[C@@H](CO)Cc1ccccc1
→ -24%, -1%, 6, -30%, nt, -3%, -2%, 15%, nt

Screening results deposited in PubChem by National Center for Advancing Translational Sciences (NCATS).
